Screening results as filed in PubChem.
UPR XBP1 act = activators of adaptive XBP1 UPR arm, primary screen, cell-based, CHO-XBP1 luciferase reporter, luminescence, uHTS | activation, % at 20 µM | IRE1-XBP1 UPR activation; percent of tunicamycin response, DMSO as zero | hit rate 0.33% among 330,000;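 active = versus positive control, 20 µM dose yields 30% or more activation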;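 also: 100% = tunicamycin at 10 µg/mL and 0% = DMSO only wells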
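Material – CHO cell line with stable XBP1 luciferase reporter · Buffer or medium – F12 plus 10% FBS · Compound – single point, 20 µM final compound, 1% DMSO · Schedule – 16-18 h cell attachment at 37 °C, then 6 h compound exposure · Signal – Steady-Glo luminescence read · Benchmarks – high control tunicamycin 10 µg/mL final, low control DMSO vehicle only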
UPR CHOP act = activators of apoptotic CHOP UPR arm, primary screen, cell-based, CHO-CHOP luciferase reporter, luminescence, uHTS; hit rate 0.34% among 330,000; AID 449763, 2010; activation, % at 10 µM; UPR activation; percent of tunicamycin response over DMSO baseline;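 active = at 10 µM dose, activation of 40% or more, normalized to positive control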;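 also: 100% = tunicamycin at 10 µg/mL and 0% = DMSO alone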
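assay system = CHO CHOP reporter cells | amount = 500 CHO-CHOP cells per well | buffer or medium = F12 with 10% FBS | incubation = 16-18 h cell attachment, then 6 h compound exposure, 37 °C | detection = luminescence read with Steady-Glo | read-out = percent activation relative to tunicamycin control | controls = tunicamycin high control, DMSO low control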
CCR6 antagonist = CCR6 receptor antagonists, primary screen, cell-based, CHO-K1, luminescence, beta-arrestin, uHTS; hit rate 0.49% among 340,000; CHO-K1 CCR6 PathHunter beta-arrestin, CCL20-stimulated; inhibition, % at 20 µM;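 active = compounds whose inhibition of the agonist-driven luminescence signal at 20 µM reaches about 50%, limit read from the data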;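 also: cells stimulated with CCL20 at 14 nM final; plate controls were DMSO with CCL20 for no effect and DMSO without agonist for full effect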
697 NFkB inh = inhibitors of PMA/ionomycin-induced NF-kB reporter, 697 cells, primary screen, B-cell NF-kB inhibitor project, cell-based, luminescence, uHTS. inhibition, % at 4 µM. 697 B-cell NF-kB luciferase reporter, 16 h. hit rate 0.33% among 330,000; in the data active = inhibition above about 35%
CXCR6 block = CXCR6 receptor inhibitors, primary screen, cell-based, beta-arrestin, luminescence, CHO-K1 PathHunter, 1536-well; C-X-C chemokine receptor type 6 (Homo sapiens), O00574; inhibition, % at 20 µM; hit rate 0.36% among 360,000; AID 602244, 2012; in the data active = inhibition above about 34%, passing the limit was not always enough;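 also: antagonist mode with CXCL16 agonist at 10 nM final; 0% = 10 nM CXCL16 with DMSO and 100% = unstimulated wells without agonist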
EBI2 block = EBI2 receptor antagonists, beta-arrestin recruitment, primary screen, cell-based, luminescence, 7a,25-OHC stimulation, uHTS | hit rate 0.81% among 360,000 | 7a,25-OHC stimulated | inhibition, % at 5 µM | AID 651636, 2012 | G-protein coupled receptor 183 (Homo sapiens), P32249; in the data active = inhibition above about 38%;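 also: enzyme fragment complementation signal reports receptor beta-arrestin coupling in cells; 0% = agonist plus DMSO wells and 100% = wells without agonist; some results beyond the cut were filed as inactive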
Mdm2 MdmX PPI = inhibitors of human Mdm2-MdmX association, primary screen, cell-based, luminescence, split luciferase, SaOS-2, uHTS | hit rate 3% among 330,000 | inhibition, % at 8 µM | Protein Mdm4 (Homo sapiens) + E3 ubiquitin-protein ligase Mdm2 (Homo sapiens), … | AID 485346, 2010 | SaOS-2 split-luciferase Mdm2/MdmX complementation;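 active = inhibition of at least 50% at 8 µM in the primary screen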
Target sequence (O15151 whole entry, looked up): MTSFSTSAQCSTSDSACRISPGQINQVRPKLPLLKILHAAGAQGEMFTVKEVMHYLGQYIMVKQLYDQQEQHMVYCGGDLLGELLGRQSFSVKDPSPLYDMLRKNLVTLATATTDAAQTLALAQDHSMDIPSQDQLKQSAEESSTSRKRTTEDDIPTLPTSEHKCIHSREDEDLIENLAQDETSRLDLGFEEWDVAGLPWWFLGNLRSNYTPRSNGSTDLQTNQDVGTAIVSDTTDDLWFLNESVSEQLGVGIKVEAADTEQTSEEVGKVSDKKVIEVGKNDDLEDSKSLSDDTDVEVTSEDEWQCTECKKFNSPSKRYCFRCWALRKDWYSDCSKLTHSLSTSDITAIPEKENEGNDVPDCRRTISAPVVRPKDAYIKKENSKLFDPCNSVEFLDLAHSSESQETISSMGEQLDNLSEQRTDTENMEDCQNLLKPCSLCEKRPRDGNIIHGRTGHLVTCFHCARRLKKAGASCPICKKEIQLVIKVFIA
Target sequence (Q00987 whole entry, looked up): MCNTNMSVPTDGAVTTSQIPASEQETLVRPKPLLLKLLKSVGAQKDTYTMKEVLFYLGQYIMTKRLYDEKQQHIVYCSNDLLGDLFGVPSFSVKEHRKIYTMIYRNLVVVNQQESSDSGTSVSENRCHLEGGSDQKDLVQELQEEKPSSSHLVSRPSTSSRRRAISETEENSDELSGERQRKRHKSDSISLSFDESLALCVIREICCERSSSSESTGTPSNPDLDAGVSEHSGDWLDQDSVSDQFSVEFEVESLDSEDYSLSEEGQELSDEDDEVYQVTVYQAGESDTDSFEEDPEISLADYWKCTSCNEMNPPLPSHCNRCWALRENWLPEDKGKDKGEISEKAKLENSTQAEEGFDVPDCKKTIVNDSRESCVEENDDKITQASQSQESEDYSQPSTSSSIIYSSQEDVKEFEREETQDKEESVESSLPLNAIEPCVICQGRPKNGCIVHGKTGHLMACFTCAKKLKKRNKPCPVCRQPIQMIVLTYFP
Jurkat NFkB inh = inhibitors of induced NF-kB luciferase reporter, primary screen, TCR NF-kB activation inhibitor project, cell-based, luminescence, uHTS | Jurkat, PMA/ionomycin-induced NF-kB luciferase reporter | inhibition, % at 4 µM | hit rate 0.53% among 330,000 | AID 435003, 2010; in the data active = inhibition above about 50%
Gli-Sufu antag = Gli-Sufu pathway antagonists, primary screen, luciferase luminescence, Sufu-KO-LIGHT cells, uHTS; AID 588413, 2011; Sufu-KO-LIGHT fibroblasts, Gli luciferase reporter luminescence; hit rate 0.74% among 340,000; inhibition, % at 5 µM;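 active = inhibition above about 55%, limit read from the data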;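 also: 0% = DMSO-treated cells and 100% = wells with medium but no cells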
An asterisk follows results filed as active; . = not tested or not shown. The order is random; overall some 5% were active at least once.

SMILES	UPR XBP1 act	UPR CHOP act	CCR6 antagonist	697 NFkB inh	CXCR6 block	EBI2 block	Mdm2 MdmX PPI	Jurkat NFkB inh	Gli-Sufu antag
O=C(CCO)c1ccc(O)cc1	-4.0	1.6	3.0	20.4	-8.5	-2.7	-0.9	6.8	0.2
Cc1ccc(C2C(C#N)=C(N)Oc3n[nH]c(-c4cccs4)c32)cc1 (stereo not drawn)	-0.7	-1.2	19.6	-14.6	-0.5	-4.5	13.1	5.0	9.8
N#C/C(=C\c1cccc([N+](=O)[O-])c1)C(=O)Nc1cccnc1	1.3	1.6	-8.9	14.5	-4.5	-16.8	14.8	5.6	5.4
COCCNc1nnc(SCC(=O)Nc2cc(C)on2)s1	2.8	0.8	-3.1	10.5	2.1	-10.7	7.5	1.2	-3.3
Cc1ccnc(SCCn2c(Br)nc3c2c(=O)[nH]c(=O)n3C)n1	4.7	-2.0	6.9	11.2	-10.3	-9.9	25.2	4.0	1.3
COc1cc(NC(=O)COc2ccccc2C)ccc1NC(=O)c1ccco1	1.3	0.7	3.3	-11.2	1.9	-7.0	6.3	-13.8	-2.6
Cc1nc(SCC(=O)NCc2ccco2)c2oc3ccccc3c2n1	4.0	0.9	3.1	13.9	8.5	-2.8	4.0	-10.8	0.6
CS(=O)(=O)NC1CCN(Cc2ccccc2)CC1	0.3	-2.1	3.7	12.0	6.2	-6.1	-14.0	12.0	3.5
O=c1c(-c2ccccc2)[n+]([O-])c2ccccc2n1O	0.6	0.8	1.8	3.4	0.6	-5.9	-14.1	-9.1	6.6
O=C(c1ccc(-c2cccc(C(F)(F)F)c2)o1)N1CCCCCCC1	-1.0	4.1	17.7	-7.1	11.4	7.4	13.9	-5.4	-8.4
CCN(C[C@H]1N[C@@](CC)(C(=O)OC)[C@H]2C(=O)N(Cc3ccccc3)C(=O)[C@@H]12)C(=O)c1ccccc1	-1.2	-0.8	5.9	6.9	-3.4	-3.9	20.4	6.0	7.0
COc1ccc(C(C)(C)C)cc1NC(=O)COC(=O)c1ccc([N+](=O)[O-])o1	3.5	0.7	-15.9	-19.8	3.4	7.0	-15.1	12.7	-14.2
CCc1nn(CC(=O)NCCN2CCOCC2)c(=O)c2cc3c(OC)cccc3n12	-3.4	-0.5	21.8	6.7	5.4	-8.5	-6.4	6.3	-13.2
CCOC(=O)N1CCN(C(=O)CSc2ccc3nnc(CCNC(=O)c4ccc(OC)cc4)n3n2)CC1	-1.6	-0.2	-9.0	-6.2	3.2	-3.2	3.2	-2.7	6.1
COC(=O)[C@@H](NC(=O)c1ccccc1OC1CCN(S(C)(=O)=O)CC1)C(C)C	-3.9	1.3	6.5	14.0	13.7	-10.8	12.0	-3.8	9.8
Cc1c(S(=O)(=O)N2CCc3ccccc3C2)c(=O)n(C)c(=O)n1C	-1.4	1.4	2.6	-2.5	-0.4	-8.8	23.6	15.1	-7.8
CN(CC(=O)Nc1ccc(Cl)cc1)S(=O)(=O)c1cccc2cccnc12	-0.5	-1.2	4.0	-7.7	-1.5	-10.6	16.8	11.7	-6.9
Cc1ccc(NC(=O)C2(S(=O)(=O)c3ccc(C)cc3)CC2)cc1	0.4	2.3	-15.2	-4.8	-17.5	1.3	-31.2	-9.5	-8.6
CC(=O)c1cc(-c2ccccc2)n(CCC(=O)NC2CCCC2)c1C	-1.0	0.5	-6.5	15.3	4.0	-13.8	10.8	7.3	-1.0
O=C(COC(=O)c1n[nH]c(=O)c2ccccc12)c1ccc(Cl)cc1	0.0	1.3	-2.8	-3.1	1.0	-2.1	-1.5	-4.7	28.6
CCSc1nc(N)nc(-c2cccs2)c1C#N	8.8	1.6	5.6	-22.8	-11.6	-0.1	14.9	-17.7	-21.5
CC(C)(C)c1cc[n+](-c2nc([O-])sc2C=O)cc1	1.0	0.6	0.9	11.5	-5.4	2.6	-6.9	5.9	-8.7
Cc1cccc(-c2noc(-c3ccccc3C(=O)NCC3CCCO3)n2)c1 (stereo not drawn)	1.9	-1.3	12.0	-25.9	0.2	15.6	-6.3	-9.9	-80.9
N#CCC(=O)N/N=C/c1ccc(Sc2nc3ccccc3s2)o1	1.5	0.5	25.9	-7.4	-0.5	1.0	8.8	-4.6	6.2
CSCCC(NS(=O)(=O)c1ccccc1F)C(=O)NCC(c1ccco1)N(C)C (stereo not drawn)	-3.5	1.3	1.6	15.2	1.3	-10.8	-9.6	3.0	2.9

A stretch from further up:
SMILES	UPR XBP1 act	UPR CHOP act	CCR6 antagonist	697 NFkB inh	CXCR6 block	EBI2 block	Mdm2 MdmX PPI	Jurkat NFkB inh	Gli-Sufu antag
CC(C)(C)c1cc[n+](-c2nc([O-])sc2C=O)cc1	1.0	0.6	0.9	11.5	-5.4	2.6	-6.9	5.9	-8.7
Cc1cccc(-c2noc(-c3ccccc3C(=O)NCC3CCCO3)n2)c1 (stereo not drawn)	1.9	-1.3	12.0	-25.9	0.2	15.6	-6.3	-9.9	-80.9
N#CCC(=O)N/N=C/c1ccc(Sc2nc3ccccc3s2)o1	1.5	0.5	25.9	-7.4	-0.5	1.0	8.8	-4.6	6.2
CSCCC(NS(=O)(=O)c1ccccc1F)C(=O)NCC(c1ccco1)N(C)C (stereo not drawn)	-3.5	1.3	1.6	15.2	1.3	-10.8	-9.6	3.0	2.9

Further records follow.
SMILES	UPR XBP1 act	UPR CHOP act	CCR6 antagonist	697 NFkB inh	CXCR6 block	EBI2 block	Mdm2 MdmX PPI	Jurkat NFkB inh	Gli-Sufu antag
O=C(CCCCn1c(=O)c2ccccc2n(CC(=O)NC2CCCC2)c1=O)NC1CCCC1	-1.0	-2.3	-8.2	11.9	-1.9	0.7	6.3	11.0	3.5
NS(=O)(=O)c1ccc(NC(=O)CCC(=O)N2CCOCC2)cc1	-0.2	2.7	3.3	3.0	-3.0	-8.7	-3.3	5.8	-3.4
C=CCNC(=S)NNc1ncnc2sc3c(c12)CC(C)(C)OC3	-3.3	-4.5	-2.6	0.4	-9.5	9.3	10.5	14.6	-2.5
CCCCCc1ccc(CC(=O)Nn2c(C)nc3ccccc3c2=O)cc1	-4.0	-2.3	-8.7	4.4	-1.9	-6.0	23.1	-12.3	-1.4
Cc1cc(C)c2c(c1)/C(=N/NC(=O)c1cc(C)oc1C)CCC2	1.7	0.0	6.8	15.0	-5.8	-3.6	14.8	16.3	2.3
Cn1c(=O)c2c(nc(NCc3ccco3)n2Cc2ccccc2Cl)n(C)c1=O	5.5	-2.1	2.1	-45.7	5.0	12.4	15.4	6.5	5.5
COc1ccc(C(=O)Nc2ccc(CN3CCCCC3)cc2)cc1	-1.8	-1.4	-20.7	1.0	-1.7	5.2	13.3	-3.3	14.7
COc1ccc(CCNC(=O)/C(C#N)=C/c2ccc(OCC(=O)NCC3CCCO3)cc2)cc1OC (stereo not drawn)	-3.4	-0.5	4.1	10.7	-6.6	-1.1	22.8	18.4	6.2
c1ccc(-c2ccc(-c3ccccc3)[nH]2)cc1	.	.	5.0	.	-0.3	-2.1	.	.	-27.5
Cc1cccc(C)c1NC(=O)CN(C)C(=O)c1cccc(-n2cccc2)c1	4.2	-0.5	10.5	-7.1	6.1	-1.8	-12.0	9.5	-16.1
O=C(O)CCCC(=O)Nc1ccc(C(=O)N2CCCCC2)c(Cl)c1	-2.5	-1.6	-13.3	-56.9	-3.5	0.8	-21.1	-30.5	-26.4
COc1cc(C(=O)NC2CCN(C)CC2)ccc1Nc1ncc2c(n1)N(CCc1ccccc1)CCC(=O)N2C	.	.	12.7	.	-6.3	1.0	.	.	75.2*
Cc1nc(-c2nc(-c3c(C(=O)NN)noc3C)cs2)cs1	3.5	2.4	8.4	-33.4	-1.6	-4.7	-2.4	-53.5	-27.3
O=Cc1cccc(OC(=O)/C=C/c2ccco2)c1	0.9	3.3	-4.9	-36.4	-1.0	2.0	-6.2	9.9	-17.9
O=C(CN(C(=O)c1csnn1)c1ccc2c(c1)OCCO2)NCc1ccccc1	2.0	4.3	18.1	-8.0	-2.5	-4.4	12.6	6.2	22.0
CN1C(=O)CSC1=Nc1ccc(Br)cc1	-3.9	1.2	9.2	-12.0	2.6	-0.2	10.7	10.1	14.8
Cc1noc(C)c1NC(=O)Nc1ccc2c(c1)C(=O)N([C@H](C)CO)C[C@H](C)[C@@H](CN(C)S(=O)(=O)c1ccc(F)cc1)O2	-0.8	0.8	12.5	9.3	-0.1	1.8	14.7	6.7	9.2
O=C1COc2ccc(C(=O)CSc3nnc(-c4cccs4)n3Cc3ccccc3)cc2N1	-1.6	1.5	11.3	-0.3	14.5	3.0	-3.4	-1.5	2.8
O=C(COc1cc(F)ccc1[N+](=O)[O-])Nc1ccc(N2CCOCC2)cc1	-0.5	-0.6	-0.8	-16.9	-2.6	-6.6	13.8	-5.2	-7.4
CC(=O)OCC1OC(OC(C)=O)C(NC(=O)Cc2ccccc2)C(OC(C)=O)C1OC(C)=O (stereo not drawn)	-4.6	0.1	-16.2	15.4	2.9	-1.2	0.7	-0.4	-3.8
COc1ccccc1N1CCN(/N=C/c2cccc(OC)c2O)CC1	5.2	3.6	1.7	-27.6	-3.3	3.5	-7.5	-37.3	-51.9
Fc1cccc(NC(=S)N2CCn3cccc3C2c2cccnc2)c1 (stereo not drawn)	1.1	-1.4	0.3	-7.1	-4.2	-1.4	7.5	2.9	4.4
CC(C)C[C@H](NC(=O)[C@@H]1Cc2ccccc2CN1)C(=O)Nc1ccc(C(C)C)cc1	-3.3	0.7	11.0	-14.1	10.4	-2.2	20.8	-5.6	-13.7
O=C(COc1ccc(-n2cnnn2)cc1)Nc1ccc(F)c(F)c1F	-3.0	-0.7	0.4	0.6	7.8	2.9	19.2	0.8	1.0
CCOP(=O)(OCC)c1nc(-c2ccc(Cl)cc2Cl)oc1N1CCCCC1	2.0	1.8	12.8	1.5	-5.0	-15.2	-10.7	-17.1	4.1
CN(C)S(=O)(=O)c1ccc(C(=O)Nc2nc(-c3ccccc3)c(C(=O)c3ccccc3)s2)cc1	0.2	0.8	39.4	-11.8	12.5	11.9	-16.3	7.4	4.0
Cc1c(C#N)c(NC(=O)CCl)n(Cc2ccccc2)c1C	-4.9	112.9*	-4.5	17.1	-3.5	5.3	94.3*	20.4	-6.1
O=C(Nc1ccc(F)c(Cl)c1)NC1CC1	-0.7	-1.2	-6.5	11.6	6.2	-6.8	13.2	-3.0	-10.1
O=C(Nc1ccc2c(c1)OCO2)C1CCN(S(=O)(=O)c2cccc3cccnc23)CC1	-0.5	2.9	15.1	22.2	-6.0	8.5	24.9	2.2	-4.2
Cc1nc(=O)c(-c2ccccc2)c(C)n1-c1cccc(/C=C/C(=O)O)c1	-1.3	-0.8	12.9	-2.1	-1.9	-5.5	-6.9	-0.3	11.5
